Compound activity as filed in PubChem BioAssay.
sgs1 mgt1: NCI yeast anticancer drug screen, S. cerevisiae sgs1 mgt1 strain; growth inhibition, % at 50 µM; 78,000 tested, 10% active;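 also: 0% = growth of vehicle-only cultures of the same strain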
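Percent growth inhibition was derived by comparing compound-exposed mutant yeast with vehicle-exposed cultures. The strain carries alterations in DNA damage repair.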
yeast mec2-1: NCI yeast anticancer drug screen, S. cerevisiae mec2-1 strain; % growth inhibition at 50 µM; 79,000 tested, 9% active;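 also: 0% = growth of vehicle-only cultures of the same strain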
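Vehicle-treated cultures served as reference for growth inhibition of compound-exposed mec2-1 yeast.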
yeast rad50: NCI yeast anticancer drug screen, S. cerevisiae rad50 strain; 79,000 tested, 10% active; growth inhibition, % at 50 µM;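 also: 0% = growth of vehicle-only cultures of the same strain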
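Cells are treated with compound, grown, and their growth is then scored against vehicle-only cultures of the same repair-deficient yeast strain.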
yeast bub3: NCI yeast anticancer drug screen, S. cerevisiae bub3 mutant strain; % growth inhibition at 50 µM; 78,000 tested, 9.9% active; AID 167, 2004;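 also: 0% = growth of vehicle-only cultures of the same strain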
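Whole-cell yeast assay. The mutant strain was incubated with compounds, and growth inhibition was determined by comparison with vehicle-treated cells.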
cln2 rad14: NCI yeast anticancer drug screen, S. cerevisiae cln2 rad14 strain; growth inhibition, % at 50 µM; 78,000 tested, 8.3% active; AID 165, 2004;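 also: 0% = growth of vehicle-only cultures of the same strain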
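Growth of compound-exposed yeast (cln2 rad14 genotype) measured and expressed as inhibition relative to vehicle.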
yeast mlh1 rad18: NCI yeast anticancer drug screen, S. cerevisiae mlh1 rad18 strain | % growth inhibition at 50 µM | 79,000 tested, 11% active;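 also: 0% = growth of vehicle-only cultures of the same strain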
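In this whole-cell yeast screen, a strain with altered DNA damage repair is challenged with compound, and its growth is measured against matched vehicle-treated controls.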
* hit, by the source's call; nt = no result given; & = joins results of further samples. Rule as the data show it: active = growth inhibition above about 70%; inactive = the rest.

SMILES | sgs1 mgt1 | yeast mec2-1 | yeast rad50 | yeast bub3 | cln2 rad14 | yeast mlh1 rad18
CC1=CC2(C)OC3C(=O)N(c4ccc(Cl)cc4)C(=O)C3C2N=C1 (stereo not given) | -24 | -23 | -8 | -20 | 10 | -3
CCSC1OC(COC(=O)c2ccccc2)C(OC(=O)c2ccccc2)C1OC(=O)c1ccccc1 (stereo not given) | -2 | -15 | 1 | 8 | -25 | 10
COc1ccc2c(c1)N(S(=O)(=O)c1ccc(C)cc1)C[C@@H]1c3cc(O)c(OCc4ccccc4)cc3O[C@H]21 | -8 | 8 | -9 | 2 | -7 | 16
COC1OC(COC(=O)c2ccccc2)C(SC(=O)c2ccccc2)C1OC(=O)c1ccccc1 (stereo not given) | -32 | -1 | -21 | -1 | -2 | -12
Cc1cc(=O)[nH]c(=O)[nH]1 | -17 | -8 | 6 | -18 | -4 | -5
CC(NC1=CC(=O)c2cccnc2C1=O)C(O)c1ccccc1 (stereo not given) | 72* | 81* | 83* | 64 | 28 | 71*
O=C(O)c1sc(=S)sc1C(=O)O | -8 | 6 | -1 | 2 | -21 | -2
C/C=C(\C)C(=O)N/N=C/c1cccnc1 | 0 | -5 | -1 | 4 | 6 | 20
Cc1ccc([N+](=O)[O-])cc1N | 4 | 25 | 31 | 17 | 23 | 15
C(=Nc1ccccc1)c1cn(Cc2ccccc2)c2ccccc12 | 65 | -10 | 83* | 12 | -13 | 37
CO/N=C/c1ccc([N+](=O)[O-])s1 | 34 | 17 | 66 | 30 | 8 | 76*
CN=S(=O)(OC/C=C/COS(=O)(=NC)c1ccc(C)cc1)c1ccc(C)cc1 (stereo not given) | -24 | -22 | -18 | -10 | -9 | -26
O=C(O)/C(=C\c1ccccc1[N+](=O)[O-])c1ccc(Cl)cc1 | -2 | -14 | 0 | -9 | -47 | -2
CC(=O)CCC1(c2ccccc2)OC(=O)C(C#N)=C1c1ccccc1 (stereo not given) | -5 | -8 | 4 | -18 | 25 | 29
O=C1C=CC(=O)c2c1ccc1ccccc21 | -3 | 6 | 1 | -17 | -32 | 15
O=C1OC(c2ccccc2)N/C1=C\c1ccc2c(c1)OCO2 (stereo not given) | -9 | -53 | -46 | -15 | 4 | -7
CCCCN(C(=O)c1ccccc1OCC)c1ccccc1 | 39 | 7 | 15 | 25 | -21 | 42
CC(C)CN(C(=O)Nc1ccccc1)N(CCOC(=O)Nc1ccccc1)C(=O)Nc1ccccc1 | 7 | -8 | -1 | -3 | -8 | 16
O=C1OCc2nc3ccccc3cc21 | 3 | -15 | -3 | 8 | -15 | -6
O=C1OC(c2ccc([N+](=O)[O-])cc2)=N/C1=C\c1ccc(Cl)cc1 | -30 | -5 | -22 | -18 | 17 | -26
CCn1c2c(c3ccccc31)C(c1ccccc1)CC1C(=O)N(c3ccccc3)C(=O)C21 (stereo not given) | 8 | -12 | 9 | -14 | -43 | 0
N#CC1=C(N)OC(/C=C/c2ccccc2)=C(C#N)C1c1ccccc1 (stereo not given) | 94* | 76* | 90* | 75* | 101* | 88*
CN/N=C(\C)CC(=O)Nc1cccc(Cl)c1C | -1 | -18 | -14 | -15 | 17 | 2
O=C(/C=C/c1ccc2c(c1)OCO2)N1CCCCC1 | -1 | -4 | 2 | 18 | 17 | 7
O=C(O)C1C(CCl)=C1CCl | 2 | 21 | -16 | 5 | -11 | -3

(cont.)
SMILES | sgs1 mgt1 | yeast mec2-1 | yeast rad50 | yeast bub3 | cln2 rad14 | yeast mlh1 rad18
CCOC(=O)C(CCC#N)(NC(C)=O)C(=O)OCC | 7 | -2 | 1 | 2 | -25 | -21
COC1N(c2ccccc2)CCN1c1ccccc1 | -23 | 6 | 3 | 6 | 5 | 8
CCOC(=O)c1cc(C)nc(Cl)c1C#N | 8 | 13 | 6 | 21 | 14 | 12
O=NN(CCCl)C(=O)N[C@H]1CCCC[C@H]1O | 18 | 20 | 38 | 34 | 26 | 51
COC(=O)c1ccnc2nc[nH]c12 | -6 | -6 | -29 | 3 | -17 | 5
COC(=O)C(=O)C(=O)C1CCCC(c2ccccc2)C1=O (stereo not given) | 72* | 98* | 96* | 98* | 95* | 96*
COC(=O)CC[C@@H](NC(=O)C(C)NC(=O)COC1C(O)C(COC(=O)CCCCCCCCCCNC(=O)c2ccc([N+](=O)[O-])c3[nH]c4cc(Br)ccc4c(=O)c23)OC(OCc2ccccc2)C1NC(C)=O)C(N)=O (stereo not given in full) | -18 | -11 | -14 | -6 | 2 | -17
COc1ccc(NCC(=O)Nn2c(C)nc3ccc(S(=O)(=O)Nc4ccc(OC)cc4)cc3c2=O)cc1 | 8 | -10 | -24 | 9 | 9 | -4
COc1cccc(NC2=CC(=O)C(=O)c3ccccc32)c1 | 7 | -2 | 1 | 11 | 68 | -3
CN(C)c1ccc(C2=C([O-])C(=C3C=CC(=[N+](C)C)C=C3)C2=O)cc1 | nt | -15 | -10 | nt | nt | -6
Cc1ccccc1NC(=O)NC(Oc1ccccc1)(C(F)(F)F)C(F)(F)F | -51 | -22 | -7 | -33 | 16 | -29
CCc1c2c(cc3c1[nH]c1ccccc13)C(=O)OC2=O | 1 | -4 | 1 | 8 | 0 | 1
CC(C)(N=Nc1ccc(Cl)cc1)[N+](=O)[O-] | 99* | 99* | 99* | 99* | 99* | 99*
O=C1CC2[C@@H](N3CCCC3)CCC(N1Cc1ccccc1)C2(O)O (stereo not given in full) | 1 | -38 | -7 | -20 | -4 | 3
CN(C)c1cccc2c1C(=O)C=CC21c2ccc(N(C)C)c3c(N(C)C)ccc(c23)C(c2ccccc2)C1c1ccccc1 (stereo not given) | -5 | -11 | -6 | -32 | -27 | -9
O.O.O=c1[nH]cc(CO)c(=O)[nH]1.[NH2-].[NH2-].[Pt+2] | 14 | -1 | 14 | 0 | 17 | 4
CC(=O)OC12C=CC(=O)N1c1ccccc1C(=O)O2 (stereo not given) | 25 | 9 | 18 | 14 | 29 | 42
O=S(=O)(O)C(Cc1nc2ccccc2[nH]1)S(=O)(=O)OCCC1S(=O)(=O)OCCOS1(=O)=O (stereo not given) | 30 | 0 | 0 | 13 | -19 | -25
C=CN1C(=O)c2ccccc2C1=O | -9 | -12 | -13 | -6 | 6 | -24
CN(/N=C\c1ccc2ccccc2c1)C1=NCCCN1 | 50 | 34 | 57 | 99* | 8 | 61
Cn1c(Cl)cn2c3nc4ccccc4nc3c(=O)c(C#N)c12 | -52 | -29 | 6 | -18 | 1 | -4
Nc1c(O)ccc2ccccc12 | 7 | 8 | 40 | 19 | -27 | 40
COc1ccccc1/C=C1\C(=O)N(C(=O)Cc2ccccc2)N=C1C | -54 | -8 | -4 | -4 | -11 | -25
COc1ccc2c(c1)SC1=NNC(=O)CN12 | -9 | -28 | -22 | -12 | -39 | -23
O=C(O)c1c[nH]c2ccc([N+](=O)[O-])cc2c1=O | -12 | -13 | -21 | -14 | 12 | -8

Following part:
SMILES | sgs1 mgt1 | yeast mec2-1 | yeast rad50 | yeast bub3 | cln2 rad14 | yeast mlh1 rad18
COC(=O)c1cc(C)nc(OC)c1C#N | 6 | 4 | 6 | -10 | -5 | -1
CC(C)(C)NC(=S)SCC(=O)O | -17 | -5 | 32 | 3 | -15 | -33
Cc1cccc(CP(Cc2cccc(C)c2)CC2(Cp3c4ccccc4c4ccccc43)COC2)c1 | 33 | -1 | 18 | 32 | 27 | 34
CCCCN(Cc1ccccc1)C(=O)NC(C)(C)C | 8 | 34 | 2 | 26 | 3 | 19
COc1ccc(CSC(=S)Nc2ccc(F)c(C)c2)cc1 | 17 | 14 | 21 | 5 | 28 | 11
Oc1ccc(O)c(Cc2ccccc2)c1 | 92* | 84* | 79* | 98* | 97* | 98*
CCC(=O)c1cn(C)c(=O)c2ccccc12 | -12 | -5 | 21 | -2 | 10 | -13
CC(=O)NC1=N/C(=C\c2ccc(Cl)cc2)C(=O)N1/C=C1\C(=O)Oc2ccccc2C1=O | 25 | 14 | 50 | 50 | 26 | 42
O=C1CC2c3ccccc3CCN2C2=C1CCC2 (stereo not given) | 0 | 13 | 14 | 0 | -16 | 19
Cc1ccccc1-n1c(=O)sc2c(=O)n(-c3ccccc3)c(=S)[nH]c21 | 7 | -23 | -11 | 1 | 6 | -19
CC(C)N=Cc1cc(Br)cc(Br)c1O.CC(C)N=Cc1cc(Br)cc(Br)c1O.[Co] | 98* | 91* | 92* | 86* | 65 | 89*
COc1ccc(Cc2nnc3nc(OC)c(-c4ccc(OC)cc4)n3n2)cc1 | 21 | 0 | 28 | 25 | 12 | 7
CC1(C)CCC(C)(C)c2cc(C(=O)Nc3ccc(C(=O)O)cc3)ccc21 | 1 | -18 | -12 | 4 | -9 | 6
COC(=O)c1nc(=S)[nH]c(C(=O)OC)c1C(=O)c1ccc(O)cc1 | -27 | -17 | -4 | -20 | 22 | 2
CCOC(=O)C(NCc1ccc2c(c1)OCO2)(NC(=O)c1ccccc1)C(F)(F)F (stereo not given) | -8 | 2 | 16 | 4 | -5 | -18
COc1ccc2c(=O)cc(-c3ccncc3)oc2c1OC | -4 | 8 | 40 | -47 | 2 | 31
Nc1ccn(C2OC(CO)C(OC3OC(CO)C(O)C(O)C3O)C(O)C2O)c(=O)n1 (stereo not given) | -20&45 | -9&38 | -1&26 | 0&45 | -6&49 | -3&59
CC1=NN(c2cccc(Cl)c2)C(=O)C1 | 56 | 56 | 43 | 57 | 27 | 44
CN1CSCC1C(=O)O (stereo not given) | -8 | -3 | 13 | -9 | -39 | 12
CCCCCCCCCC(=O)N/N=C/c1cccs1 | 4 | 24 | 1 | 36 | -13 | 15
CC(C)/C(Cl)=N\OC(=O)Nc1cccc(F)c1 | 83* | 63 | -6 | 70 | 26 | 51
O=[N+]([O-])c1cccc2ccncc12 | -12 | -12 | -6 | 6 | -19 | 10
CC(=O)OCC1OC(n2cccnc2=O)C(OC(C)=O)C1OC(C)=O (stereo not given) | 2 | 3 | -1 | 9 | 8 | 1
Nc1ccccc1C(=O)Nc1ccccn1 | 0 | -1 | 4 | 0 | 5 | -6
COc1ccc2oc(-c3ccc(OC)c(OC)c3OC)cc(=O)c2c1 | 70* | 22 | 16 | 51 | -5 | 5
CC(=O)C1(C)OC(c2ccc(F)cc2)=NC1=O (stereo not given) | -26 | 8 | -24 | -13 | -33 | -4

Given with values under each structure: entries from further up.
Order of values – sgs1 mgt1, yeast mec2-1, yeast rad50, yeast bub3, cln2 rad14, yeast mlh1 rad18
> Cc1ccccc1-n1c(=O)sc2c(=O)n(-c3ccccc3)c(=S)[nH]c21
→ 7, -23, -11, 1, 6, -19
> CC(C)N=Cc1cc(Br)cc(Br)c1O.CC(C)N=Cc1cc(Br)cc(Br)c1O.[Co]
→ 98*, 91*, 92*, 86*, 65, 89*
> COc1ccc(Cc2nnc3nc(OC)c(-c4ccc(OC)cc4)n3n2)cc1
→ 21, 0, 28, 25, 12, 7
> CC1(C)CCC(C)(C)c2cc(C(=O)Nc3ccc(C(=O)O)cc3)ccc21
→ 1, -18, -12, 4, -9, 6
> COC(=O)c1nc(=S)[nH]c(C(=O)OC)c1C(=O)c1ccc(O)cc1
→ -27, -17, -4, -20, 22, 2
> CCOC(=O)C(NCc1ccc2c(c1)OCO2)(NC(=O)c1ccccc1)C(F)(F)F (stereo not given)
→ -8, 2, 16, 4, -5, -18
> COc1ccc2c(=O)cc(-c3ccncc3)oc2c1OC
→ -4, 8, 40, -47, 2, 31
> Nc1ccn(C2OC(CO)C(OC3OC(CO)C(O)C(O)C3O)C(O)C2O)c(=O)n1 (stereo not given)
→ -20&45, -9&38, -1&26, 0&45, -6&49, -3&59
> CC1=NN(c2cccc(Cl)c2)C(=O)C1
→ 56, 56, 43, 57, 27, 44
> CN1CSCC1C(=O)O (stereo not given)
→ -8, -3, 13, -9, -39, 12
> CCCCCCCCCC(=O)N/N=C/c1cccs1
→ 4, 24, 1, 36, -13, 15
> CC(C)/C(Cl)=N\OC(=O)Nc1cccc(F)c1
→ 83*, 63, -6, 70, 26, 51
> O=[N+]([O-])c1cccc2ccncc12
→ -12, -12, -6, 6, -19, 10
> CC(=O)OCC1OC(n2cccnc2=O)C(OC(C)=O)C1OC(C)=O (stereo not given)
→ 2, 3, -1, 9, 8, 1
> Nc1ccccc1C(=O)Nc1ccccn1
→ 0, -1, 4, 0, 5, -6
> COc1ccc2oc(-c3ccc(OC)c(OC)c3OC)cc(=O)c2c1
→ 70*, 22, 16, 51, -5, 5
> CC(=O)C1(C)OC(c2ccc(F)cc2)=NC1=O (stereo not given)
→ -26, 8, -24, -13, -33, -4

This is a random part of the collection. Share with any hit: about 14%.
